Runt-SMMHC FRET – inhibitors of human RUNX1 Runt domain binding to CBFb-SMMHC. Cerulean-Runt/Venus-CBFb-SMMHC FRET ratio 530/480, 1 h. inhibition, % at 20 µM. 220,000 tested, 0.74% active;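 active means mean inhibition across duplicate retests at 20 µM reaching about 50%, limit read from the data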;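 further: 0% = DMSO wells and 100% = wells with excess untagged CBFb-SMMHC; inhibitors lower the FRET ratio by blocking Runt binding to CBFb-SMMHC; some results filed as inactive read as strong as hits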
Hck-Nef inh – blocks Nef-activated human Hck kinase; Recombinant Hck-YEEI plus Nef, Z-Lyte FRET kinase assay; inhibition, % at 20 µM; 220,000 tested, 0.68% active; AID 463187;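 active means Hck-Nef kinase inhibition above about 50%, limit read from the data; inactive means inhibition below that limit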;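 further: 0% = DMSO with Hck plus Nef and 100% = Hck alone without Nef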
Target sequence (P08631 whole entry, looked up): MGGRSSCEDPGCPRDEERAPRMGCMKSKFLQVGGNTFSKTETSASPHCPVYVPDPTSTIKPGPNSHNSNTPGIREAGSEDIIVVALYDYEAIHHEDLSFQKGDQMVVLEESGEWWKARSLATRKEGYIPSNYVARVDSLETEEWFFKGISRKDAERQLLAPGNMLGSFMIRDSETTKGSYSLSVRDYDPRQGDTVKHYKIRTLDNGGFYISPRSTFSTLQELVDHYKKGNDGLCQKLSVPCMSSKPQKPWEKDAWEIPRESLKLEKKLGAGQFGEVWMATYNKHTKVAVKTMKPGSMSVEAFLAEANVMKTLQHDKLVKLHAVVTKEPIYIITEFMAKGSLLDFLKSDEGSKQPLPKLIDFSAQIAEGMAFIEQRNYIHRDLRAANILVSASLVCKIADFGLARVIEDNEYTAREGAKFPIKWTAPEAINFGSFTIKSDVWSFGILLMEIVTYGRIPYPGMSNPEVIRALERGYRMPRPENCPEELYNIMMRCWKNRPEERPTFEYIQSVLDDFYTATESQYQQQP
EBV gp42 block – blocks Epstein-Barr virus glycoprotein 42 binding. Fluorescence polarization binding assay, mP read-out. inhibition, % (tested at 21.74 µM). Q1HVG2. 220,000 tested, 0.42% active; in the data active means inhibition above about 50%
Runt-CBFb FRET – Runt domain-CBFb interaction inhibition. Q01196+Q13951. Cerulean-Runt/Venus-CBFb FRET ratio 530/480, 1 h. inhibition, % at 20 µM. 220,000 tested, 0.46% active. AID 1496;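 active means inhibition over about 50% at 20 µM in the single-dose screen, limit read from the data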;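 further: 0% = DMSO wells and 100% = excess unlabeled CBFb competitor control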
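Reagent – Venus-CBFb binding partner, 100 nM · Assay system – Cerulean-tagged RUNX1 Runt domain (FRET donor) fusion protein · Input – 100 nM per protein · Incubation – two 1 h room-temperature incubations shielded from light · Measured by – FRET fluorescence · Medium – Tris buffer pH 7.5 with salts and BSA · Benchmarks – unlabeled CBFb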
TbHK1 inh – blocks Trypanosoma brucei hexokinase 1 activity | inhibition, % at 10 µM | 220,000 tested, 0.11% active | recombinant TbHK1, G6PDH-coupled NADH A340;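 active means inhibition of 50% or more in the single-dose primary screen; inactive means inhibition below 50%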
Mdm2 ligase inh – Mdm2 E3 ligase (human) inhibition. cell-based MDM2 ubiquitination luciferase reporter, 2 h; 0 = plate control, 100 = twice control, blank-subtracted. Q00987. 210,000 tested, 0.11% active. signal enhancement, % at 5 µM;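 active means signal enhancement of 30% or more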;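 further: luminescence tracks abundance of the self-degrading MDM2-luciferase fusion protein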
Target sequence (Q00987 whole entry, looked up, the tested form may be a part): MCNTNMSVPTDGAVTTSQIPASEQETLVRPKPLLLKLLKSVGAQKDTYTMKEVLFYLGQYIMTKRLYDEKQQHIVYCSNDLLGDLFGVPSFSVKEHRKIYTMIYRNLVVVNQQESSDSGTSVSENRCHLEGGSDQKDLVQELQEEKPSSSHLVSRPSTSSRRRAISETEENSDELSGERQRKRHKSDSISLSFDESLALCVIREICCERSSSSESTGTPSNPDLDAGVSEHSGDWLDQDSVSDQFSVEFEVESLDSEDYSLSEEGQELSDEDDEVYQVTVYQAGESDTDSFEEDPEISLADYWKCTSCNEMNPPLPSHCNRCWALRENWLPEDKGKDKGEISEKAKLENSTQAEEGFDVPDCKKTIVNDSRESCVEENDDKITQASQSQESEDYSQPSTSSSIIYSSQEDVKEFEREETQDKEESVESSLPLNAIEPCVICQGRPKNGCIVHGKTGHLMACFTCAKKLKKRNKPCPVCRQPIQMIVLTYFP
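test system = mammalian cells stably expressing self-ubiquitinating, self-degrading MDM2 E3–luciferase fusion | quantity = 2000 cells/well | incubation = cell settling 4 h, compound treatment 2 h, both 37 °C | signal = luminescence with SteadyLite reagent, 15 min at room temperature | evaluation = % enhancement relative to plate controls after blank subtraction | benchmarks = plate controls and plate blanks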
NCF1 inh – inhibitors of human p47phox binding; inhibition, % at 24.7 µM; 220,000 tested, 0.53% active; p47phox/p22phox peptide binding, fluorescence polarization, 2 h; AID 1274;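 active means inhibition above about 30%, limit read from the data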;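 further: 0% = p47phox with labelled peptide and 100% = labelled peptide alone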
14-3-3 Bad PPI – disrupts binding of bovine 14-3-3 zeta to phospho-Bad peptide; P63103; TR-FRET 14-3-3zeta/Dy647-pBad peptide displacement, 1 h; 220,000 tested, 0.71% active; inhibition, % at 21.7 µM;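 active means inhibition above about 70%, limit read from the data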;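 further: 0% = full 14-3-3 plus peptide FRET controls and 100% = background without 14-3-3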
zVAD death inh – L929 zVAD cell death inhibition. AID 1377. 220,000 tested, 0.38% active. L929 zVAD necroptosis rescue, ATP luminescence, 24 h; with zVAD 60 µM. viability rescue, % at 10 µM;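 active means activation, scaled between plate controls, above about 75%, limit read from the data; inactive means activation under that limit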;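 further: 0% = zVAD with DMSO and 100% = DMSO alone without zVAD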
An asterisk follows results filed as active; . = no result given; [ ] = dose if it differs, or a comment.

SMILES	Runt-SMMHC FRET	Hck-Nef inh	EBV gp42 block	Runt-CBFb FRET	TbHK1 inh	Mdm2 ligase inh	NCF1 inh	14-3-3 Bad PPI	zVAD death inh
C1=C(c2ccc(-c3ccccc3)cc2)Nc2ncnn2C1c1ccco1 (configuration not stated)	-133.7	2.7	149.5*	-70.8	-2.3	-10.1	-44.7	-6.0	-0.2
CCOC(=O)N1CCC(NC(=O)CCc2c(C)nc3nc(C)nn3c2C)CC1	1.7	-3.3	-25.6	1.0	2.6	5.0	-7.1	-4.0	1.9
COCCN(C(=O)CNC(=O)c1cccs1)C(C(=O)NC1CCCC1)c1cccs1 (configuration not stated)	2.7	0.4	-2.2	-2.9	-2.7	-13.7	-7.3	4.3	-0.8
O=C(NCCN1C(=O)S/C(=C\c2cccnc2)C1=O)C1CC(=O)N(Cc2ccco2)C1 (configuration not stated)	-3.0	-0.8	-3.7	2.2	-24.5	-6.0	-4.9	-14.7	-1.4
COc1ccc(CCNC(=O)Cn2nnc3ccccc3c2=O)cc1	-2.6	2.8	-30.5	0.9	-0.1	-4.7	-3.4	-0.8[fluorescence artefact?]	0.2
Cc1cccc(C(=O)NNC(=O)CCn2nnc3ccccc32)c1	-2.4	19.5	3.2	-1.4	-4.5	-10.4	-2.0	-3.0	1.3
Cc1noc(C)c1COC(=O)c1ccccc1NC(=O)Cc1ccccc1	-0.1	0.0	-2.2	-3.9	1.0	-15.1	-10.0	11.3	-0.2
CCOCC(=O)Nc1ccc(Br)c(C)c1	1.9	-24.8	4.6	-0.7	6.4	-11.1	3.1	3.4	0.3
COCCNC(=O)Cc1ccc(F)cc1	0.9	0.3	-5.5	0.4	0.4	-14.6	-7.3	-6.3[fluorescence artefact?]	0.3
CCOC(=O)N1CCN(c2ccc(C(C)=O)cc2F)CC1C (configuration not stated)	-1.4	19.8	-7.5	-2.1	-15.1	-0.8	-7.2	-5.2	1.2
COc1cccc(-n2cnc(=O)c3cccnc32)c1	2.1	3.6	-0.9	-0.4	7.6	6.0	0.9	-4.7	0.7
CCn1cnc2c(cnn2-c2ccccc2)c1=O	-2.3	0.8	-15.0	-0.4	-1.2	-16.4	-3.8	-5.1[fluorescence artefact?]	0.4
O=C(CSCC(=O)NCc1ccco1)NCc1ccco1	-0.2	2.7	-4.2	0.2	2.8	-9.9	-1.5	-6.4	0.7
Cc1cccc(NC2SC(=O)NC2=O)c1 (configuration not stated)	-1.4	25.2	9.9	0.2	1.0	-20.1	-5.0	-18.2	1.4
CN(CCc1cn[nH]c1)C(=O)CC1C(=O)NCCN1Cc1ccccc1C(F)(F)F (configuration not stated)	-0.5	26.8	-1.5	-0.5	4.5	-2.8	0.0	-6.5	1.2
CN(C)S(=O)(=O)c1ccc(C(=O)Oc2coc(CSc3ncccn3)cc2=O)cc1	-4.2	7.2	-7.7	-1.7	-1.9	-11.2	-15.2	-2.9	2.5
CC(C(=O)Nc1ccc(C#N)cc1)N(C)CC(=O)Nc1ccccc1Br (configuration not stated)	-1.6	19.9	-2.0	0.7	-0.6	-7.4	3.1	-3.2	1.6
CC1(C)CC(=O)C(CC(=O)Nc2ccc(S(N)(=O)=O)cc2)=C(O)C1	-4.7	15.7	5.2	1.6	7.4	-11.2	-4.6	-4.7	-0.1
CC(=O)Nc1cc(C(=O)NCc2ccco2)ccc1Sc1ccc(Cl)cc1	-3.9	2.9	-17.0	-2.6	31.4	11.4	-4.8	2.9[fluorescence artefact?]	1.1
NCCCNc1ccc([N+](=O)[O-])cc1C(F)(F)F	-1.9	16.5	-14.4	1.1	-16.7	0.8	3.1	-10.0	2.4
COCCSc1ccccc1C(=O)Nc1ccccc1C#N	3.2	10.7	5.2	-0.3	3.2	-1.9	4.2	-5.3	3.5
Clc1ccccc1OCCN1CCC(Cc2ccccc2)CC1	-2.1	-10.4	1.7	-0.3	8.6	-14.5	-10.7	37.6	0.6
COc1ccc(N/N=C(C)/C(=N/O)C(=O)Nc2ccccc2)cc1	-0.4	26.8	-21.2	2.5	-15.7	-1.9	-9.8	-6.7	-2.2
COc1cccc2c1C(=O)c1ccc3ccccc3c1C2=O	0.8	12.0	-3.0	-13.9	24.7	-15.0	12.7	27.7	-0.3
CCOC(=O)c1cc(=O)c2ccc(OCC(=O)Nc3ccccc3)cc2o1	0.6	-3.4	-2.8	-3.3	-4.5	-8.8	-9.0	-5.0	-0.3
SMILES	Runt-SMMHC FRET	Hck-Nef inh	EBV gp42 block	Runt-CBFb FRET	TbHK1 inh	Mdm2 ligase inh	NCF1 inh	14-3-3 Bad PPI	zVAD death inh
Clc1ccccc1-c1nnn(Cc2ccc(-c3nn[nH]n3)cc2)n1	0.4	6.6	-13.5	-0.9	-8.5	-12.0	-0.6	10.7[fluorescence artefact?]	0.4
Nc1nc(SCc2ccc(Cl)cc2Cl)ns1	8.0	4.2	0.7	-4.4	0.2	-5.7	-20.7	-0.7	-0.1
COC(=O)c1[nH]c2cc(C)ccc2c1NC(=O)CN1CCOCC1	1.5	14.0	-22.6	-1.1	-9.8	-6.0	-8.7	-3.1	1.0
Cc1cc(C)n2c(SCc3cccs3)nnc2n1	-11.0	0.3	-4.8	-1.2	0.2	3.4	0.5	5.1	-0.1
O=C(NCCCn1ccnc1)C(=O)c1cn(CC(=O)N2CCCCCC2)c2ccccc12	-0.3	20.9	-8.7	-1.6	-18.3	4.8	-5.8	-8.1	3.0
N#Cc1ccc(-c2csc(NC(=O)c3ccc(N4C(=O)CCC4=O)cc3)n2)cc1	-4.2	24.9	2.2	2.7	-7.9	.	-4.3	13.6	1.6
CCOC(=O)c1c(-c2cccc(C)c2)csc1NC(=O)C1CC=CCC1C(=O)O (configuration not stated)	0.6	4.5	-2.7	-1.7	-5.7	-7.2	-16.1	9.6	0.1
Cc1ccc2nc(C)cc(C(=O)Nc3nccs3)c2c1	-2.3	24.7	-11.8	-2.1	-8.7	-0.6	-3.6	-9.4	0.4
Cc1ccc(N2C(=O)CC(N3CCSCC3)C2=O)c(C)c1 (configuration not stated)	2.4	20.5	-15.8	0.9	4.2	-11.4	-14.7	0.9	0.1
CCC/C(=N\NC(=O)c1cccc(C)c1)c1ccccc1	-0.6	1.5	-15.0	-0.6	-4.3	9.0	-13.0	-10.4	0.8
O=C(NCc1ccco1)/C(=C/c1ccc(C(F)(F)F)cc1)c1nc2ccccc2[nH]1	27.5	5.5	-28.9	25.8	-3.0	3.6	-39.4	-8.1	1.6
COc1cc(C)nc(SCC(N)=O)n1	-6.3	0.8	-28.8	1.4	3.0	-8.3	-5.0	-0.2	-0.3
CC(C)(C)NC(=O)CN(C(=O)c1ccc(CN2CCOCC2)o1)c1ccc2c(c1)OCCO2	0.7	-0.7	-4.5	-0.4	1.4	-2.4	-3.7	-1.6	-0.2
COc1ccc(C(=O)NC2=Nc3ccccc3N=C(C)C2c2ccccc2)cc1 (configuration not stated)	1.4	11.0	4.9	0.9	-13.6	-0.7	-0.9	-4.8	1.9
COc1ccc(-n2nnnc2SCc2nc3ccccc3s2)cc1	-2.2	3.1	-7.0	0.9	-8.6	-9.4	-42.0	-7.8	-0.2
Oc1c(Cl)cc(Cl)cc1/C=N/Nc1ncc(Br)cn1	-15.3	17.2	-3.7	-2.4	-9.8	-7.5	-10.0	-3.0	36.2
Cc1cccc(N2CCN(C(=O)n3ccnc3)CC2)c1C	13.3	0.7	-20.7	11.3	-0.2	-11.5	-3.8	5.2	-0.2
COC(=O)c1ccccc1NC(=O)Cc1nc(-c2ccccc2)sc1-c1ccc(C)cc1	-5.1	-1.0	-36.7	1.3	-15.4	-18.7	-77.0	-37.3[fluorescence artefact?]	1.5
Cc1cc(N2CCOCC2)n2ncc(-c3ccccc3)c2n1	-5.3	3.3	-12.2	0.1	-14.3	-73.2	-10.2	2.0	0.6
C=C(C)CSc1nc(N)c(C#N)c(-c2ccc(C)cc2)c1C#N	15.9	2.7	1.1	7.0	-3.9	1.1	-1.4	-7.0	-0.2
CCN(CC)CCCN1C(=O)C(O)=C(C(=O)c2ccc(C)o2)C1c1ccc(C)o1 (configuration not stated)	3.8	0.7	-22.3	1.7	-15.3	-7.1	-5.2	3.6[fluorescence artefact?]	-0.1
O=C(Cn1cnc2ccccc21)N1CCc2ccccc21	3.4	2.2	-2.6	1.1	-1.9	-5.2	-7.8	-2.0	0.4
O=C(Nc1ccccc1OC(F)F)c1cc2c(s1)CCC2	9.9	10.1	-16.4	1.9	0.7	-10.9	-0.7	8.9	0.4
C=CCOc1c(CNc2ncn[nH]2)cccc1OC	-1.1	0.5	-10.0	-1.7	-4.0	-7.4	-45.7	3.8	-0.3
CC1CN(C(=S)NC(=O)c2ccco2)CC(C)O1 (configuration not stated)	0.6	6.9	-6.3	6.9	2.4	17.4	-2.0	3.6[fluorescence artefact?]	0.8
SMILES	Runt-SMMHC FRET	Hck-Nef inh	EBV gp42 block	Runt-CBFb FRET	TbHK1 inh	Mdm2 ligase inh	NCF1 inh	14-3-3 Bad PPI	zVAD death inh
O=C(N/N=C/c1ccc(O)cc1)c1ccc(NC(=O)c2ccccc2Br)cc1	-4.3	1.5	5.7	-3.1	-28.5	-20.1	-48.4	-10.7	-0.3
COc1ccc(-c2nc3ccccc3o2)cc1NC(=O)c1ccc(Br)o1	2.7	36.9	-12.4	-1.8	10.9	-7.9	-116.3	22.8	0.3
CCOc1ccc(C(=O)NCC(=O)OC2CCOC2=O)cc1OCC (configuration not stated)	-1.0	0.7	-9.0	-0.1	4.8	-8.1	-0.7	-7.4	0.1
O=C(CNCCO)NC12CC3CC(CC(C3)C1)C2	3.7	2.1	-15.2	-0.3	-1.1	-12.4	-3.0	0.1	-0.1
COc1cc(C2C3=C(CC(C)(C)CC3=O)OC3=C2C(=O)CC(C)(C)C3)cc([N+](=O)[O-])c1O	-2.5	26.2	-13.9	-0.7	-7.8	13.4	-14.8	-15.6	-0.8
Cc1ccccc1OCC(=O)OCC(=O)Nc1ccc(N2CCOCC2)cc1	-6.1	-1.4	7.5	-1.7	-2.1	-19.1	-16.2	-4.8	1.6
Cn1cc(CN2CCCC(C(=O)c3nccn3C)C2)c(-c2cccc(Cl)c2)n1 (configuration not stated)	0.3	0.6	-0.1	-0.8	-7.3	2.5	3.2	-6.2	-0.5
COC(=O)/C(C#N)=C/c1ccc(N2CCOCC2)c([N+](=O)[O-])c1	0.0	13.5	-6.1	-1.8	-26.9	-9.8	-6.2	-7.6	-0.1
Cc1nn(-c2ccccc2)nc1C(=O)NN	-3.4	21.6	-8.4	3.8	-7.6	-9.2	-15.4	-4.9	1.0

Shown bar-delimited: entries from further up.
Structure | Runt-SMMHC FRET | Hck-Nef inh | EBV gp42 block | Runt-CBFb FRET | TbHK1 inh | Mdm2 ligase inh | NCF1 inh | 14-3-3 Bad PPI | zVAD death inh
COc1cc(C2C3=C(CC(C)(C)CC3=O)OC3=C2C(=O)CC(C)(C)C3)cc([N+](=O)[O-])c1O | -2.5 | 26.2 | -13.9 | -0.7 | -7.8 | 13.4 | -14.8 | -15.6 | -0.8
Cc1ccccc1OCC(=O)OCC(=O)Nc1ccc(N2CCOCC2)cc1 | -6.1 | -1.4 | 7.5 | -1.7 | -2.1 | -19.1 | -16.2 | -4.8 | 1.6
Cn1cc(CN2CCCC(C(=O)c3nccn3C)C2)c(-c2cccc(Cl)c2)n1 (configuration not stated) | 0.3 | 0.6 | -0.1 | -0.8 | -7.3 | 2.5 | 3.2 | -6.2 | -0.5

Screening data deposited in PubChem by several laboratories.
